Dynein cargo inh: inhibitors of GR-EGFP nuclear translocation, primary screen, dynein cargo transport inhibitor project, imaging, high-content, 3617.4 mouse cells; test concentration mostly 20 µM; stimulated with dexamethasone, 1 µM; active compounds read low; 220,000 tested, 0.47% active; AID 1381, 2008; z-score, hits read low;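 active means plate z-score of nuclear minus cytoplasmic receptor signal below a set negative limit, without overly bright fluorescence or cell loss, cut at about -3.5 in these data, passing the limit was not always enough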;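 further: z-score of nuclear minus cytoplasmic ring GR-EGFP intensity difference per well; some compounds called inactive have numbers as strong as hits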
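Medium: Induction medium lacking tetracycline, stripped serum | Probe or stimulus: 1.0 µM final dexamethasone stimulus | Schedule: 48 h induction, then 1 h compound, then 30 min agonist, 37 °C | Signal: Automated 10x imaging of fixed Hoechst-stained cells | Evaluation: Per-cell GR-EGFP intensity, nucleus versus surrounding cytoplasmic ring, well-averaged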
TNAP activation fold: human TNAP enzyme activators, primary screen, biochemical, luminescent, no phosphate acceptor, uHTS (AID 1001) | Alkaline phosphatase, tissue-nonspecific isozyme (Homo sapiens) | purified TNAP, luminescent activation assay, no phosphate acceptor; higher activation fold means a stronger effect | one-dose activation fold at 20 µM; EC50 in µM for titrated hits | 200,000 tested, 0.03% active; in the data active means activation fold from about 3, or a potency from the dose series; inactive means the rest, 99 in 100 with activation fold below about 1.6; further: many of its hits are not listed in these tables
T cell modulator: modulators of CD8 T cell-vesicle binding, primary screen, mouse 2C CD8+ T cells, flow cytometry | 2C CD8+ T cell-vesicle binding; active compounds read low | calls only at 7 µM | 330,000 tested, 0.068% active;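 active means response, share of CD8 T cells binding vesicles, and their 90th percentile fluorescence all below set limits, cut at about 80% in these data, passing the limit was not always enough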
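Test system: purified 2C TCR transgenic mouse naive CD8+ T cells. Probe or stimulus: QL9-peptide-loaded Drosophila micro-vesicles bearing Ld, ICAM-1 and B7-1. Incubation: binding step 1.5 h, 37 °C, antibody labelling 20 min, ice. Measured by: flow cytometry of vesicle-bound cells.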
human PMI inhibition: inhibitors of human PMI, primary screen, biochemical, fluorescence intensity, coupled assay (AID 1209); purified PMI enzyme, coupled fluorescence intensity; higher % means a stronger effect; one-dose inhibition, % at 20 µM; IC50 in µM for titrated hits; 190,000 tested, 0.42% active; in the data active means inhibition above about 50%;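 further: plate controls were DMSO vehicle for no effect and wells lacking substrate for full effect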
Lipid droplet: inhibitors of hepatocyte lipid droplet formation, primary screen, imaging, high-throughput imaging, BODIPY stain; AML12 mouse hepatocytes, oleate lipid droplets; inhibition, % at 6.5 µM; 240,000 tested, 0.4% active; AID 1656, 2009;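 active means lipid droplet intensity inhibited by at least 50%, with more than 500 cells counted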
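Assay system: AML12 hepatocytes (mouse) / Also added: 100 µM oleic acid challenge / Times: overnight treatment with compound plus oleate / Detection: high-content imaging of BODIPY-stained droplets and DAPI nuclei / Evaluation: % inhibition of lipid droplet signal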
bCat nuc transl: modulators of beta-catenin nuclear translocation, primary screen, imaging, HeLa cells, immunofluorescence, high-content; nuclear translocation activity, % at 5 µM; 190,000 tested, 0.3% active; AID 1665, 2009;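 active means nuclear translocation activity above 50% at 5 µM, with a well cell count of 50 or more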;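 further: per-cell ratio of nuclear to cytoplasmic median beta-catenin stain intensity; plate controls were DMSO negative control for no effect and GSK-3 inhibitor IX positive control for full effect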
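System: Human HeLa cells, endogenous beta-catenin | Compound dosing: 5 µM primary, 0.02–20 µM confirmation | Timing: 24 h compound exposure at 37°C, 5% CO2 | Measured by: Fluorescence imaging of beta-catenin antibody stain plus DAPI | Read-out basis: % activation of per-cell nuclear versus cytoplasmic median beta-catenin signal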
Insulin prom up: insulin promoter activators in MIN6 cells, imaging, high-content screening, mouse beta cells; MIN6 insulin promoter-GFP reporter; active compounds read high; z-score at 5 µM; 190,000 tested, 0.3% active; AID 1625, 2009;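 active means z-score above 3 at 5 µM with at least 500 cells counted in the well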
MT stabilize HCS: microtubule stabilizers in HeLa cells, primary screen, imaging, high-content imaging | AID 2205, 2009 | 200,000 tested, 0.83% active | HeLa tubulin immunostaining HCS, 24 h; share of cells brighter than vehicle mean+2SD | % tubulin-high responders, % at 10 µM;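 active means plate Z-score above 3 for both tubulin-high and condensed-nucleus cell shares, with cell loss under 80%, at 10 µM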;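 further: anti alpha tubulin signal scored within the nucleus-defined area of each cell; some results filed as inactive read as strong as hits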
Myeloid diff 2: induction of myeloid progenitor differentiation, primary screen, cell-based, flow cytometry, MLPCN library; AID 624256, 2012; calls only at 10 µM; 360,000 tested, 1% active; ER-HoxA9 myeloid progenitors, lysozyme-GFP differentiation;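 active means normalized GFP-positive differentiation at or above the plate's own cutoff, the solvent-only control mean plus 3 SD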;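 further: cells exposed to compound for four days before flow analysis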
Dynein cargo inh cytoplasmic EGFP: further read-out of Dynein cargo inh, marked with its call; z-score; measured here: cytoplasmic GR-EGFP intensity; active compounds read high
Dynein cargo inh nuclear GR-EGFP: second read-out of Dynein cargo inh, no call of its own (marks repeat the call); z-score; measured here: nuclear GR-EGFP intensity;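 lower value marks the stronger effect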
Dynein cargo inh cell count: second read-out of Dynein cargo inh, no call of its own (marks repeat the call); z-score; measured here: cell count per field
Insulin prom up cell count: also measured in Insulin prom up; calls as there; cell count; measured here: cytotoxicity, nuclei count;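 total cells summed across four imaged fields per well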
Lipid droplet cells 6.5 µM: further read-out of Lipid droplet, marked with its call; cell count; measured here: cell count, cytotoxicity flag;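 cells counted across two imaged fields per well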
bCat nuc transl cell count 5 µM: further read-out of bCat nuc transl, marked with its call; cell count; measured here: cell count, cytotoxicity flag
T cell modulator vesicle-bound %: recorded beside T cell modulator, whose call it bears; double positive events, %; measured here: CD8+ vesicle-bound cell fraction;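 binding gate set so that unloaded-vesicle control wells show 10% double positive cells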
MT stabilize HCS Hoechst-high %: second read-out of MT stabilize HCS, no call of its own (marks repeat the call); % Hoechst-high responders; measured here: nuclear condensation Hoechst responders;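 share of cells brighter than vehicle mean plus two SD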
MT stabilize HCS cytotoxicity %: also measured in MT stabilize HCS; calls as there; toxicity, %; measured here: cytotoxicity by cell density;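 0% = mean cell density of plate MIN control wells and 100% = no cells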
Myeloid diff 2 GFP+ MAC1+ %: also measured in Myeloid diff 2; calls as there; GFP+ MAC1+ double positive, %; measured here: differentiation confirmed by MAC1 staining
An asterisk follows results filed as active; i = inactive; · = no result given.

SMILES | Dynein cargo inh | Dynein cargo inh cytoplasmic EGFP | Dynein cargo inh nuclear GR-EGFP | Dynein cargo inh cell count | TNAP activation fold | T cell modulator | T cell modulator vesicle-bound % | human PMI inhibition | Lipid droplet | Lipid droplet cells 6.5 µM | bCat nuc transl | bCat nuc transl cell count 5 µM | Insulin prom up | Insulin prom up cell count | MT stabilize HCS | MT stabilize HCS Hoechst-high % | MT stabilize HCS cytotoxicity % | Myeloid diff 2 | Myeloid diff 2 GFP+ MAC1+ %
CCOc1ccc2cc(C3CC(c4ccco4)=NN3S(=O)(=O)c3ccccc3)c(Cl)nc2c1 (stereo not drawn) | -0.56 | -0.31 | -0.6 | 0.47 | 1 | i | 47 | -35% | -14 | 694 | -5.5 | 569 | -1.1 | 1270 | 3.0 | 1.7 | 0.8 | i | 0.6
NS(=O)(=O)c1ccc(NC(=O)CN2CCCC2)cc1 | -0.08 | -0.3 | -0.027 | -0.48 | 0.8 | i | 54 | -7% | 38 | 657 | -2.1 | 1092 | 0.39 | 1258 | 2.5 | 2.8 | 2.5 | i | 0.4
COc1ccc(-c2cc(C(=O)NCc3cccnc3)no2)cc1OC | 0.89 | -0.044 | 0.42 | -0.64 | 1.1 | i | 12 | 9% | · | · | -0.4 | 1403 | 0.92 | 1678 | 1.7 | 1.2 | 8.9 | i | 4.1
CC(=O)Nc1ccc(Cc2nc3c([nH]2)c(=O)n(C)c(=O)n3C)cc1 | -0.73 | -0.19 | -0.49 | 0.62 | · | i | 26 | · | 4 | 667 | -0.3 | 1089 | -0.23 | 1405 | · | · | · | · | ·
CC(=O)C1=C(c2ccccc2)OC(N)=C(C#N)C1c1ccc(O)cc1 (stereo not drawn) | -1.1 | -0.039 | -0.45 | 0.94 | 1 | i | 54 | 3% | -7 | 664 | 0.4 | 512 | -0.02 | 1088 | 1.9 | 2.7 | 9.1 | i | 0.4
CCC(C)NC(=O)COc1ccc(S(=O)(=O)N2CCOCC2)cc1 (stereo not drawn) | -0.94 | -0.18 | -0.45 | 1.4 | 1.1 | i | 7 | -1% | · | · | 1.1 | 753 | -0.01 | 1252 | 4.4 | 1.7 | 4.5 | i | 7.7
O=C(CCc1ccc(O)cc1)c1c(O)cc(O)cc1O | 2 | -0.48 | 1.6 | -1.4 | · | i | 15 | · | -40 | 650 | 4.2 | 922 | · | · | · | · | · | i | 1.5
O=C1CCN(c2ccc([N+](=O)[O-])cc2F)CC1 | 0.48 | -0.25 | 0.52 | -0.57 | 1 | i | 56 | 10% | -7 | 711 | -0.3 | 1056 | 0.3 | 956 | 7.0 | 4.1 | 3.4 | i | 0.8
O=C(c1ccc(Br)cc1)N(C1=NCCCCS1)c1ccccc1 | -0.39 | -0.22 | -0.71 | 0.46 | 1.2 | i | 54 | 10% | 3 | 641 | -0.5 | 1106 | -0.25 | 1966 | 1.0 | 1.8 | 6.9 | i | 0.3
COc1ccc(C2C(C(=O)N3CCN(c4ccccn4)CC3)CCC(=O)N2c2ccc(OC)cc2)cc1 (stereo not drawn) | -0.73 | -0.35 | -0.021 | 1.3 | 1.1 | i | 49 | 8% | 15 | 699 | -1.6 | 1100 | 1.6 | 1090 | 5.0 | 2.3 | 6.3 | i | 0.7
Cc1ccc(C)c(N(Cc2cc3ccc(C)cc3[nH]c2=O)C(=O)c2ccco2)c1 | 0.68 | -0.28 | 0.21 | -0.64 | · | i | 20 | · | -50 | 685 | 0.9 | 1281 | -0.13 | 1089 | · | · | · | i | 0.3
COc1ccc(/C=N/Nc2ncnc3scc(-c4ccccc4)c23)cc1OC | 0.6 | -0.23 | 0.44 | 0.24 | 1 | i | 17 | -10% | · | · | · | · | 0.67 | 893 | 2.3 | 1.6 | 4.0 | i | 9.4
CC(C)C(=O)NC(c1cccc([N+](=O)[O-])c1)c1c(O)ccc2ccccc12 (stereo not drawn) | 0.065 | -0.3 | 0.3 | 0.089 | 1 | i | 36 | 12% | 6 | 740 | -1.0 | 1515 | 1.1 | 1337 | 1.2 | 0.9 | 0.8 | i | 0.3
Cc1cc(C)c2c(N)c(C(=O)Nc3nccs3)sc2n1 | -0.27 | -0.25 | -0.11 | 0.35 | 1.1 | i | 40 | 8% | · | · | -3.9 | 940 | 0.53 | 1082 | 3.3 | 1.7 | 6.3 | i | 0.7
CCOC(=O)c1cnn(-c2ccccc2)c1NC(=O)c1ccccc1C | -0.86 | 0.018 | -0.26 | 0.83 | 1 | · | · | 11% | 4 | 761 | -4.1 | 1142 | 0.49 | 1042 | 1.0 | 1.3 | 7.7 | i | 2.6
c1ccc2oc(SCc3cn4ccccc4n3)nc2c1 | -0.97 | 1.2 | 0.084 | 0.88 | 1.1 | i | 25 | 1% | 15 | 702 | · | · | 0.64 | 1050 | 0.9 | 2.2 | 5.1 | · | ·
CC(C)c1nc(C#N)c(N2CCOCC2)o1 | 0.25 | -0.26 | -0.065 | -0.17 | 1.1 | i | 46 | 8% | -9 | 665 | -1.8 | 496 | 0.12 | 1282 | 1.5 | 2.3 | 10 | i | 0.5
Cc1ccc(Cn2ccc(NC(=O)c3noc4c3CCc3ccccc3-4)n2)cc1 | 0.017 | -0.21 | -0.0032 | 0.051 | 1.2 | i | 7 | -1% | 12 | 807 | · | · | · | · | 1.6 | 1.3 | 5.2 | i | 0.5
CCOC(=O)c1nn(-c2ccc(C)c(C)c2)c(=O)c2c(N)scc12 | 0.56 | 0.2 | 0.65 | -1.1 | 1 | i | 31 | 23% | · | · | 8.4 | 1423 | 0.2 | 1377 | 3.3 | 2.2 | 1.5 | i | 0.8
Cc1nnc(SC(C)C(=O)NC2CCCc3ccccc32)n1-c1ccccc1 (stereo not drawn) | 0.11 | -0.12 | -0.051 | 0.23 | 1.1 | i | 38 | -3% | -33 | 498 | -0.2 | 1102 | -0.38 | 1551 | 3.8 | 1.9 | 6.9 | i | 0.6
CN1CCN(C(=O)/C(C#N)=C/c2ccc(OC(F)F)cc2)CC1 | -0.24 | -0.77 | -0.34 | -0.38 | · | · | · | · | 5 | 685 | -1.1 | 1317 | -0.07 | 995 | · | · | · | i | 1.5
COc1ccc(Br)c(-c2nc(CS(=O)(=O)c3ccc(F)cc3)no2)c1 | 1.1 | -0.28 | 0.12 | 0.69 | · | i | 19 | · | 1 | 729 | -4.9 | 1105 | 0.48 | 1497 | · | · | · | i | 2.8
COc1cc(NC(C)=O)c2ncccc2c1NC(C)=O | -0.27 | -0.26 | 0.38 | -0.44 | · | i | 52 | · | 8 | 640 | -0.5 | 1300 | -0.15 | 1111 | · | · | · | i | 0.4
O=C(Nc1ccc(OC(F)(F)F)cc1)Oc1ccccc1N1CCCCC1 | -0.045 | -0.16 | 0.44 | -0.36 | · | i | 45 | · | -24 | 630 | 0.7 | 1296 | 0.25 | 1039 | · | · | · | i | 0.0
N#Cc1nc(Cc2ccccc2)oc1NCc1ccccc1 | 1.2 | -0.25 | 0.61 | -0.61 | 1 | i | 6 | 7% | 7 | 730 | 0.9 | 954 | -0.06 | 1062 | 1.7 | 2.0 | 5.4 | i | 1.6
CCOC(=O)c1cnc(SCc2nc(N)nc(Nc3ccc(F)cc3)n2)nc1N | 0.51 | -0.24 | 0.32 | -0.86 | 1.1 | i | 42 | 4% | 12 | 703 | · | · | -2.3 | 1231 | 5.2 | 3.3 | 1.8 | i | 1.4
O=C(CCN1C(=O)c2ccccc2C1=O)NCCC1=CCCCC1 | -0.37 | -0.48 | -0.068 | 0.15 | 1.1 | i | 24 | -17% | -4 | 704 | -4.4 | 1235 | · | · | 2.3 | 2.7 | 6.5 | i | 5.8
CCOc1cc(C2C(C(=O)c3ccco3)=C(O)C(=O)N2CCc2ccccc2)ccc1O (stereo not drawn) | 0.46 | -0.093 | 0.28 | 1 | 1.1 | i | 49 | 9% | · | · | 2.9 | 1311 | 0.26 | 1519 | 7.1 | 2.2 | 6.4 | i | 0.5
CCS(=O)(=O)c1nc(S(=O)(=O)c2ccc(Cl)cc2)c(NCc2ccco2)s1 | -0.46 | -0.26 | 0.078 | 0.85 | 1.1 | i | 30 | 18% | 5 | 658 | 0.6 | 1091 | 0.41 | 1545 | 2.9 | 2.9 | 5.2 | i | 0.9
NC(=S)c1cc2cc(Br)ccc2oc1=O | -0.45 | -0.097 | -0.1 | 0.68 | 2.3 | i | 6 | 4% | -4 | 711 | 0.6 | 530 | · | · | 1.6 | 1.8 | 8.5 | i | 0.3

Bioassay records (PubChem)
